TDP-43 yeast inh – rescues yeast growth from TDP-43 toxicity; TDP-43 expressing yeast growth rescue, BacTiter-Glo, 24 h; 1.8% of 410,000 active; Potency, µM (series often up to 46.1 µM), for the others: top-dose growth rescue (activation), most hits filed as activators; AID 652104; further: potency means the concentration at half of the fitted maximal effect; % of control where 0% means no effect; nearly all actives have a fitted effect of over 50% in size
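Galactose-induced TDP-43 yeast, OD600=0.02, compound pinned; 24 hr, 30 deg C; BacTiter-Glo luminescence for growth. Inhibitors of TDP-43 toxicity read as activators.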
aSyn yeast inh – rescues yeast growth from alpha-synuclein toxicity; Yeast expressing alpha-synuclein, growth rescue, BacTiter-Glo, 24 h; Potency, µM (highest dose often 46.1 µM), inactives show at the top dose growth rescue (activation), actives largely listed as activators; 0.14% of 370,000 active; AID 652106; further: potency means the concentration at half of the fitted maximal effect; % of control where 0% means no effect; nearly all actives have a fitted effect of over 65% in size
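Readout is rescue of growth in alpha-synuclein-expressing yeast, so inhibitors of toxicity appear as activators. Growth after 24 hr at 30 deg C in galactose medium is quantified by luminescence.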
EPAC2 antagonist – antagonists of human EPAC2; 0.18% of 360,000 active; Potency, µM (series often up to 114 µM), inactives show top-dose activity, negative = inhibition, most hits filed as inhibitors; EPAC2 GEF exchange of Rap1B-BODIPY-GDP, fluorescence; Q8WZA2; AID 720708; further: potency means the concentration at half of the fitted maximal effect; on the % scale 0 is the no-effect control and ±100 the full control effect; nearly all actives have a fitted effect of over 45% in size; many of its hits are not listed in these tables
Target sequence (Q8WZA2 whole entry, looked up): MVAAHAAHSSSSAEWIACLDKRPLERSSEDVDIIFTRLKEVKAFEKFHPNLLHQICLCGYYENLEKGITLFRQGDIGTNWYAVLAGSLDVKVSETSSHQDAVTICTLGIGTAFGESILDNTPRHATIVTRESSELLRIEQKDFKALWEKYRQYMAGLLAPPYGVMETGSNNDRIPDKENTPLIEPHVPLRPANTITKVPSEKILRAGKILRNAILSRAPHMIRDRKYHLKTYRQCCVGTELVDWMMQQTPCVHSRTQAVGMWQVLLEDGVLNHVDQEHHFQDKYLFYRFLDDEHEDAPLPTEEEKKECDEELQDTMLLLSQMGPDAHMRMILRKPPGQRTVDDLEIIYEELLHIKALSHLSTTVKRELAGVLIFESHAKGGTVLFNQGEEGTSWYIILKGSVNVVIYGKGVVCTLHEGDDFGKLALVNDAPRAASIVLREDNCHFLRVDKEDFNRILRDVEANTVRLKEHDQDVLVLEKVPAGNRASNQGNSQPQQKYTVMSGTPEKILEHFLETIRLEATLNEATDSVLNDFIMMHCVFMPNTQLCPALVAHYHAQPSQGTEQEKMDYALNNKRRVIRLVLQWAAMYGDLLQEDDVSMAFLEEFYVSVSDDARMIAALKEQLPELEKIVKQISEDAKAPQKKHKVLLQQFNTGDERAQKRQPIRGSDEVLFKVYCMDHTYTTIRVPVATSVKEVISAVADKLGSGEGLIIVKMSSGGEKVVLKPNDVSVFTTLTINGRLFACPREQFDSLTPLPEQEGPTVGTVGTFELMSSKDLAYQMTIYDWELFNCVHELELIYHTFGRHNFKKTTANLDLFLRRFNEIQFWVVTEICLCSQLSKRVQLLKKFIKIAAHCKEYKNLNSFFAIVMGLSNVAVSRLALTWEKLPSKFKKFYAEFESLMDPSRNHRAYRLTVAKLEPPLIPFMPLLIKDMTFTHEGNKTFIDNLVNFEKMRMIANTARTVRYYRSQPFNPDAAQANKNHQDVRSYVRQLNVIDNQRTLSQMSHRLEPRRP
Abeta rescue – restores growth of yeast expressing A-beta42 peptide. yeast expressing A-beta42, growth rescue, OD600, 48 h; response scale: 0% DMSO, 100% iron-clioquinol control. Potency, µM (series often up to 46.1 µM), for the others: at the highest dose growth rescue, most hits filed as activators. 0.063% of 410,000 active. AID 1347071; further: potency means the concentration at half of the fitted maximal effect; nearly all actives have a fitted effect of over 55% in size
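Yeast growth medium received pinned compounds, then yeast cells expressing toxic A-beta were added; plates incubated at 30 C for 48 hr. Growth read as absorbance at 600 nm, normalized to DMSO and equimolar FeCl3 plus clioquinol controls.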
D3 antag – D3 dopamine receptor (human) antagonism; D3R cells, DiscoveRx beta-arrestin luminescence, antagonist mode; stronger effect = lower value; max response, negative = inhibition, %; 2.5% of 360,000 active; in the data active means max response below about -50%; inconclusive means no clear call, values can overlap the other calls; further: on the % scale 0 is the no-effect control and ±100 the full control effect; mostly tested at two doses, the higher about 12 µM
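Cells plated overnight at 1500 cells/well, then exposed to library compounds with dopamine controls for 90 minutes at 37 degrees C. DiscoveRx reagent added for 30–60 minutes at room temperature; luminescence read, quantitative HTS format.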
EPAC2 agonist – agonists of human EPAC2 (RAPGEF4); Q8WZA2; EPAC2 activation, biochemical qHTS; response scale: 100% = 6.5 mM cAMP response; Potency, µM (highest dose often 154 µM), inactives show top-dose activation, most hits filed as activators; 0.079% of 360,000 active; further: potency means the concentration at half of the fitted maximal effect; nearly all actives have a fitted effect of over 50% in size
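Readout is BODIPY fluorescence (480 nm excitation, 540 nm emission), which falls as labeled GDP is exchanged off Rap1B. EPAC2 at 100 nM acted on 250 nM RAP1B-BODIPY-GDP with 50 uM GDP present.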
FUS yeast rescue – suppressors of FUS proteinopathy in yeast; 0.24% of 390,000 active; S. cerevisiae FUS-expressing, growth rescue, OD600, 24 h; Potency, µM (doses to about 76.6 µM), for inactives: at the top dose growth rescue (activation), usual class: activators;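 further: potency means the concentration at half of the fitted maximal effect; plate controls were DMSO vehicle for no effect and reference control for full effect; nearly all actives have a fitted effect of over 55% in size; some results filed as inactive show a strong effect at the top dose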
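Cultures pregrown in 2.5% raffinose medium are shifted to minimal medium containing 2% galactose to express toxic FUS. Compounds are tested at several concentrations. After 24hr at 30C, growth is quantified at 600 nm absorbance.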
DRD3 agonist – activates the human D3 dopamine receptor. P35462. D3R DiscoveRx beta-arrestin cells, luminescence, 90 min. max activation, %. 0.58% of 410,000 active; in the data active means max activation above about 30%; further: 0% is about no effect; mostly tested at two doses, the higher about 12 µM
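Agonist mode: compounds and dopamine controls were applied to plated cells for 90 min at 37 degrees C after an overnight attachment at 1500 cells/well. Luminescent read-out followed 30 - 60 minutes at room temperature with DiscoveRx detection reagent.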
The depositor's hits bear a star; ? = inconclusive; . = not tested or not shown; & = joins results of further samples; [ ] = another dose, or the depositor's remark. Unless noted, the call rests on the fitted dose curve; in most records, active means well fitted curve in the direction sought with a large enough effect; inconclusive means small, poorly fitted or top-dose-only effect, or another doubt; inactive means no such curve, though single readings can be large; an effect the other way counts as inactive or inconclusive. An excerpt (hit frequency here may not be typical).

SMILES	TDP-43 yeast inh	aSyn yeast inh	EPAC2 antagonist	Abeta rescue	D3 antag	EPAC2 agonist	FUS yeast rescue	DRD3 agonist
CCOC(=O)c1ccc(NC(=O)CSc2nc3c(cc2C#N)N2CCC3CC2)cc1	3.7%	-1.9%	.	-16.9%	.	.	2.3%	-0.8
CCN(CCCl)c1cc(CN(C)C)cc(NC(=O)c2ccc(C(=O)Nc3cc(CN(C)C)cc(N(CC)CCCl)c3)cc2)c1	0.0%	6.8%	-9.6%	-4.1%	-84.2*	4.6%	.	-11.8
CC(=O)c1c(C)[nH]c(C(=O)N2CCC3(CC2)OCCO3)c1C	-1.9%	?	-1.9%	6.0%	3.9	12.6%	12.3%	-1.8
O=C(Nc1ccc(OC(=O)N2CCCC2)cc1)N1CCOCC1	-10.6%	3.1%	7.8%	4.6%	10.3	-1.4%	-12.6%	6.3
COc1ccc(OC(=O)N(C)C)c(CN(C)C)c1	-1.2%	0.7%	1.3%	7.3%	35.1	-11.1%	0.2%	-0.4
CC(=O)Nc1ccccc1C(=O)C(=O)Nc1cccc(C(=O)N2CCC3(CC2)OCCO3)c1	9.7%	7.7%	-5.0%	-6.2%	6.2	2.6%	5.9%	2.3
CN1CCc2nc3ccc(F)cc3c(C(N)=O)c2C1	-0.6%	-0.6%	-0.5%	3.2%	18.6	11.8%	-23.5%	1.2
CN(C)S(=O)(=O)c1cccc(C(=O)N2CCC(C(=O)O)(c3ccccc3)CC2)c1	-11.8%	-0.2%	-2.3%	-14.6%	0.9	17.1%	6.3%	-5.5
CS(=O)(=O)c1ccc(C2=C(CNC(=O)c3cccnc3)[C@H]3CC[C@@H](C2)N3Cc2ccccc2)cc1	16.8%	3.8%	-4.7%	-2.3%	10.5	11.2%	-19.8%	-6.7
COC(=O)[C@@]1(Sc2ccc(C)cc2)CC(=O)N(P(=O)(OC)OC)[C@@H]1c1ccccc1	24.1%	-0.9%	-5.7%	12.4%	28.1	-1.8%	17.7%	0.6
O=C(CCN1CCCCC1)Nc1ccc(Br)cc1C(=O)c1ccccc1	-2.5%	1.4%	3.4%	-6.5%	?	6.2%	3.9%	-17.6
O=C(c1cc(=O)[nH]c2ccc(Br)cc12)N1CCC2(CC1)OCCO2	-18.9%	0.5%	-6.2%	-6.5%	-3.4	5.7%	?	-5.6
C[C@]12CCC3C(CC[C@H]4C[C@H](O)CC[C@]34C)C1C[C@@H](O)[C@H]2O (stereo not given in full)	-9.7%	9.9%	1.6%	?	-1.0	-1.2%	28.4%	-3.6
Cc1cc(-c2ccc(N)c(C)c2)ccc1N	9.0%	-14.1%	-17.6%	-11.4%	12.3	2.6%	1.6%	16.5
O=C(Cc1ccccc1)Oc1cccc(-n2cnnn2)c1	3.1%	0.3%	2.6%	-6.6%	1.0	3.5%	3.0%	-10.5
CCCCc1nc2ccccc2c(=O)n1-c1ccc(Cl)cc1[N+](=O)[O-]	-2.3%	0.8%	11.0%	8.7%	23.6	-17.4%	-4.6%	17.3
COc1ccc(-n2c(-c3ccco3)nc3ccccc3c2=O)cc1	13.5%	-5.2%	-12.1%	4.2%	0.1	18.9%	-5.9%	4.1
CC(=O)c1c(C)n(CCCOC(C)C)c2ccc(O)cc12	-23.5%	18.3%	12.1%	-3.1%	-17.3	3.2%	5.1%	9.2
COc1ccc(-n2c(/C=C\c3ccccc3F)nc3ccccc3c2=O)c(OC)c1	35.5µM*	.	.	?	.	.	?	8.7
CC(N)Cc1c[nH]c2cc3c(cc12)OCCO3 (stereo not given)	2.7%	1.5%	2.1%	7.9%	-21.5	7.5%	25.7%	-6.1
NC(=S)/N=C/c1c(O)[nH]c(=O)[nH]c1=O	3.2%	-3.7%	-0.6%	-4.0%	-1.0	5.1%	-37.3%	-0.2
COc1ccccc1CCNC1CCCC(C)C1 (stereo not given)	5.0%	-0.4%	7.1%	20.5%	-25.0	2.3%	-6.1%	-9.3
O=C(O)[C@H]1C[C@@H]1[C@H](NP(=O)(c1ccccc1)c1ccccc1)c1ccccc1	24.2%	0.3%	21.6%	1.7%	34.8	6.6%	0.8%	5.9
CCN1C[C@]2(C)CC[C@H](O)[C@]34C1[C@H](C[C@H]23)[C@@]1(O)C[C@H](OC)[C@H]2C[C@@H]4[C@@H]1C2O (stereo not given in full)	27.0%	-5.8%	8.0%	-34.2%[inhibitor]	-1.7	1.3%	-24.0%	11.3
CC1CN=C(Nc2cccc3ccccc23)S1 (stereo not given)	-7.3%	-2.5%	-11.3%	12.1%	-3.4	-9.6%[15.6 µM]	-6.8%	-13.2
SMILES	TDP-43 yeast inh	aSyn yeast inh	EPAC2 antagonist	Abeta rescue	D3 antag	EPAC2 agonist	FUS yeast rescue	DRD3 agonist
CC(=O)OC(C)(C)/C=C/C(=O)C(C)(O)C1[C@H](O)C[C@@]2(C)C3CC=C4C(CC[C@@H](O)C4(C)C)[C@]3(CO)C(=O)C[C@]12C (stereo not given in full)	3.4%	-4.7%	5.7%	-11.8%	0.5	9.0%	14.1%	6.9
O=C1Nc2ccccc2/C1=C/c1cnc[nH]1	-7.6%	-4.2%	-0.8%	-1.2%	-14.4	3.6%	5.1%	5.3
CN(C)C1=NC(N(C)C)=NP(N(C)C)(N(C)C)=N1	13.2%	-15.8%	12.9%	18.1%	5.3	3.5%	-4.4%	-0.3
CC1CCCN(C(=O)c2ccc(N3CC4CC(C3)c3cccc(=O)n3C4)c([N+](=O)[O-])c2)C1 (stereo not given)	-16.2%	-3.0%	10.1%	-14.3%	25.5	1.2%	.	-9.4
CC[C@H]1CC2CN3CCc4c([nH]c5ccccc45)C(C(=O)OC)(C2)C13 (stereo not given in full)	19.6%	3.3%	-14.8%	-13.4%	-12.1	9.1%	-3.6%	2.9
O=C(Nc1ccc(F)cc1)OC1CN2CCC1CC2 (stereo not given)	-3.1%	-4.3%	8.3%	-15.8%	-2.2	8.9%	-0.7%	3.0
O=C(COc1ccccc1)N1CCN(C/C=C/c2ccccc2)CC1	15.6%	-17.4%	10.7%	20.8%	?	-3.5%	12.5%	0.1
Cc1nc2ccccc2c(=O)n1-c1nccs1	28.2%	-11.7%	-11.4%	-4.2%	4.4	-9.1%	-13.8%	-1.2
COc1ccccc1CN1CCN(C(=O)COc2cccc(C)c2)CC1	-39.0%&9.9%[inhibitor]	-8.1%	-7.0%	4.4%&-5.6%	?	6.7%	-18.0%&-18.2%	-22.1&-4.7
Cn1cc(C=C2C(=O)NC(=O)NC2=O)c2ccccc21	-21.1%	-0.5%	43.2%[activator]	-17.5%	-24.2	?	39.7%	-14.2
COC(=O)COc1cc(C)cc2oc(=O)c3c(c12)CCCC3	?	-25.5%	3.6%	-16.0%	9.0	7.7%	-6.3%	12.1
COc1ccc(N=Cc2c(O)n(C)c(=O)n(C)c2=O)cc1	3.8%	0.4%	6.6%	-9.1%	8.0	7.7%	-27.0%	2.6
Oc1c(Br)c(Br)c(Br)c(Br)c1Br	-90.8%[inhibitor]	-69.3%[inhibitor]	20µM*	-94.1%[inhibitor]	-55.3*	-6.1%	-27.4%	-85.1
CCOCC(=O)NC1CCSC1=O (stereo not given)	3.5%	-0.5%	15.7%	-3.2%	-4.3	1.2%	12.4%	0.4
Oc1cc2c(cc1CN1CCN(c3ccc(F)cc3)CC1)OCO2	-9.2%	-0.8%	-6.5%	-2.0%	-66.5*	-5.8%	12.6%	-24.2
CCc1nc2c(OCc3ccc(C(F)(F)F)cc3)cccn2c1N(C)C(=O)C(C)C	11.0%	-0.5%	?	13.8%	-3.4	3.1%	11.6%	-3.6
CCCCCCn1c(O)c(C=Nc2c(C)n(C)n(-c3ccccc3)c2=O)c(=O)[nH]c1=O	2.3%	1.9%	-2.3%	-1.3%	-1.4	-15.3%	-16.2%	4.9
C=CCSc1nc2c(c(-c3ccsc3)c1C#N)CN(C)CC2	12.3%	-5.1%	-4.4%	16.4%	-11.4	2.6%	9.9%	-11.7
NC1=NC(=O)N2CC12 (stereo not given)	4.4%	0.5%	1.1%	4.8%	0.0	5.2%	.	7.8&1.4
CCC(=NCc1cc(OC)cc(OC)c1)c1c(O)[nH]c(=O)[nH]c1=O	15.9%	10.4%	4.3%	5.4%	14.0	7.8%	22.7%	10.1
CNCCc1ccc(OC)c(OC)c1	2.4%	-1.8%	-6.5%	3.7%	12.9	1.8%	-24.9%	3.8
CNCC(O)c1cccc(OC(=O)c2ccccc2C)c1 (stereo not given)	-9.9%	-4.6%	0.7%	-6.5%	-15.7	-10.5%	-1.6%	0.0
N=c1c[n+](CC23CC4CC(CC(C4)C2)C3)[n-]o1	-5.6%	-3.5%	3.2%	5.4%	15.2	5.2%	-9.1%	-5.3
O=C(CN1CC=C(c2ccccc2)CC1)Nc1c(Cl)cccc1Cl	?	-9.0%	3.9%	0.0%	-70.7*	7.4%	.	1.3
COc1cc(OC)cc(-c2sc3ccc(OC)cc3c2-c2ccc(OCCN3CCOCC3)cc2)c1	?	-44.5%[inhibitor]	3.2%	-13.0%	91.9	18.3%	?	13.1
O=C(N/N=C1/CN2CCC1CC2)c1cccc(O)c1	-2.0%	2.3%	6.1%	3.9%	?	-11.0%	-14.6%	-3.1
Cc1ccsc1C(=O)C1CCCN(Cc2cnc(N)nc2)C1 (stereo not given)	-5.8%	-2.1%	2.6%	-1.1%	-3.8	-4.3%	3.4%	5.8
Clc1ccc2c(c1)C(c1ccccc1Cl)=NCc1nnc(N3CCN(CCOc4ccccc4)CC3)n1-2	10.6%	4.3%	-3.9%	4.3%	-11.3	-6.8%	?	54.4*
COc1ccc(C(=O)O)cc1OC	19.9%	-13.3%	8.1%	4.1%	19.4	1.0%	16.8%	2.3
COC(C)(C)CCCC(C)C/C=C/C(C)=C/C(=O)OC(C)C (stereo not given)	2.0%	3.5%	-9.9%	-6.9%	0.0	-4.2%	21.6%	1.1&-11.3

Part of the list above, limited to TDP-43 yeast inh and FUS yeast rescue:
smiles,TDP-43 yeast inh,FUS yeast rescue
CN(C)C1=NC(N(C)C)=NP(N(C)C)(N(C)C)=N1,13.2%,-4.4%
CC1CCCN(C(=O)c2ccc(N3CC4CC(C3)c3cccc(=O)n3C4)c([N+](=O)[O-])c2)C1 (stereo not given),-16.2%,.
